TGFb inhibitor: TGF-b pathway inhibition. HepG2 CAGA-GFP TGF-b/SMAD3 reporter, GFP fluorescence, 18 h; TGF-beta stimulated, 500 pg/mL final. Potency, µM (series often up to 46.1 µM), without a hit: top-dose activity, negative = inhibition, hits mostly inhibitors. 410,000 compounds, 1.2% hits; note: potency is the fitted concentration of half-maximal effect; % is set by controls: 0 for no effect and ±100 for the full control effect; nearly all actives have a fitted effect of over 65% in size
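Inhibition of TGF-beta-driven CAGA-GFP reporter expression in HEPG2 cells is measured by cellular GFP fluorescence after 18 h stimulation with 500 pg/mL recombinant TGF-beta in 1% FBS medium at 37 degrees C.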
ATXN2 expr inh: inhibitors of ATXN2 expression. AID 1745845. 360,000 compounds, 0.72% hits. Potency, µM (highest dose often 57 µM), for inactives: at the top dose activity change, negative = inhibition, hits mostly inhibitors. HEK-293 ATXN2-luciferase reporter, luminescence, 24 h; note: potency is the fitted concentration of half-maximal effect; % is set by controls: 0 for no effect and ±100 for the full control effect; nearly all actives have a fitted effect of over 55% in size
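qHTS (up to 57 uM final) was run with 24 h compound exposure of reporter cells at 37 °C. Each well was multiplexed: SteadyGlo luminescence measured ATXN2-luciferase expression after a fluorogenic Gly-Phe-AFC viability readout (25 uM final).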
HepG2 tox: counter-screen for TGF-b inhibitors: cytotoxicity in HepG2 cells | HepG2 CAGA-GFP viability, ATP luminescence, 18 h | Potency, µM (highest dose often 46.1 µM), for inactives: at the highest dose activity change, negative = cytotoxicity, hits mostly cytotoxic | AID 588856 | 410,000 compounds, 0.76% hits; note: potency is the fitted concentration of half-maximal effect; some results filed as inactive show a strong effect at the top dose
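HepG2 CAGA-GFP cells (1000/well, DMEM with 1% FBS) received compound, then TGF-beta at 500 pg/mL final, and were incubated 18 hours at 37 degrees C. Viability was read by CellTiter-Glo luminescence. Media-only wells were set as complete cell-killing and DMSO as no toxicity.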
S2 tox: viability counter-screen for ATXN expression inhibitors | Potency, µM (series often up to 56.7 µM), hits mostly cytotoxic | 400,000 compounds, 0.49% hits | S2 cells (HEK-293 line with an ATXN2-luciferase reporter) viability, CellTiter-Fluor protease fluorescence, 24 h | AID 651635; note: potency is the fitted concentration of half-maximal effect; nearly all actives have a fitted effect of over 40% in size
IL1B secr inh: inflammasome signaling inhibition, IL-1 beta readout; AID 743279; THP-1 LPS/ATP IL-1B secretion, AlphaLISA, 16 h; hits give low values; activity change, % at 57.5 µM; 360,000 compounds, 4.7% hits; in the data active = activity change below about -50%; inconclusive = mostly about -30% to -49%; note: % is set by controls: 0 for no effect and ±100 for the full control effect
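Secreted IL-1B measured by AlphaLISA bead assay after 16 h compound exposure of THP-1 cells; compounds (final up to 57.5 uM) added 1 h before LPS (250 ng/mL) and ATP (1.25 mM) stimulation; lower signal means less secretion.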
A549 viability: kills or reduces viability of A549 cells in Nrf2 counter-screen. A549 ARE-Fluc cells, CellTiter-Fluor viability, 18-24 h. Potency, µM (titrated, usually from 46 µM), without a hit: top-dose activity change, negative = cytotoxicity, actives largely listed as inhibitors. 390,000 compounds, 0.16% hits. AID 504648; note: potency is the fitted concentration of half-maximal effect; % is set by controls: 0 for no effect and ±100 for the full control effect
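A549 ARE-Fluc cells in 5% FBS OPTI-MEM, 5000 cells/well, rested 2 h then exposed to compounds in concentration-response for 18-24 h at 37 °C. Viability by CellTiter-Fluor fluorescence (Ex 405/Em 525) after 30 min; luciferase luminescence (BugLite, 15 min, RT) read afterwards.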
Nrf2 block: blocks Nrf2 signaling. A549 ARE-Fluc reporter, luciferase luminescence, 18-24 h. Potency, µM (series often up to 46 µM), inactives show top-dose activity change, negative = inhibition, hits mostly inhibitors. 360,000 compounds, 2.1% hits; note: potency is the fitted concentration of half-maximal effect; % is set by controls: 0 for no effect and ±100 for the full control effect; nearly all actives have a fitted effect of over 60% in size
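Cells were seeded and rested 2 h, then exposed to compounds for 18-24 h. CellTiter-Fluor was read first as a viability measure. BugLite was added 15 min before the final luminescent read of ARE-luciferase activity in A549 cells.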
MCF10A rerep: inducers of DNA re-replication in MCF 10A breast cells. MCF 10A DNA re-replication, Hoechst nuclear intensity, 48 h. Potency, µM (doses to about 46.1 µM), inactives show at the highest dose activity, positive = re-replication, most hits filed as activators. 350,000 compounds, 2.9% hits. AID 624296; note: potency is the fitted concentration of half-maximal effect; % of control where 0% means no effect; nearly all actives have a fitted effect of over 50% in size
Nrf2 ARE act: activators of Nrf2 (ARE) signaling; 410,000 compounds, 0.31% hits; AREc32 ARE-luciferase reporter (MCF7-derived line), luminescence, 24 h; Potency, µM (series often up to 46.1 µM), for inactives: at the highest dose activation, hits mostly activators; note: potency is the fitted concentration of half-maximal effect; % of control where 0% means no effect; nearly all actives have a fitted effect of over 65% in size
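Luminescent ARE reporter assay in AREc32_Fluc cells: overnight plating at 37 deg C, 24 hr compound incubation, Steady-Glo added, 30 min RT before reading.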
An asterisk follows results filed as active; i = inactive; ? = inconclusive; . = not tested or not shown; [ ] = another dose, or the depositor's remark. Unless noted, calls come from the whole dose curve; as a rule, active = well fitted curve in the direction sought with a large enough effect; inconclusive = small, poorly fitted or top-dose-only effect, or another doubt; inactive = no such curve, though single readings can be large; an effect the other way counts as inactive or inconclusive. Rows are unselected. Share with any hit: about 8.8%.

| compound | IL1B secr inh | A549 viability | Nrf2 ARE act | HepG2 tox | S2 tox | MCF10A rerep | TGFb inhibitor | Nrf2 block | ATXN2 expr inh |
| --- | --- | --- | --- | --- | --- | --- | --- | --- | --- |
| O=S(=O)(NNc1ncc(C(F)(F)F)cc1Cl)c1ccc(F)cc1F | 4 | -3% | 4.9% | -30% | . | 0% | -1% | -2% | . |
| C=CCOc1cccc(C2/C(=C(/O)c3ccc(C)cc3)C(=O)C(=O)N2CCN2CCOCC2)c1 (stereo not given) | 7 | -10% | -0.6% | 0% | i | ? | -4% | ? | 9% |
| CCC(=O)N1CCc2cc(S(=O)(=O)NCCN3CCCCC3CC)ccc21 (stereo not given) | -8 | 9% | -0.7% | -19% | i | -2% | -3% | 2% | -4% |
| CC[C@]12c3[nH]c4cc(-c5ccco5)ccc4c3CCN1C(=O)[C@@H](CC(=O)NCCCOC)C[C@@H]2C(=O)N1CCN(C(=O)C2CC2)CC1 | -1 | -6% | 0.0% | -2% | i | 19% | 0% | 8% | 4% |
| CCOP(=O)(OCC)c1nc(-c2ccc(Cl)cc2Cl)oc1N1CCCCC1 | -113* | ? | 4.2% | 8% | i | 16µM* | ? | 21µM* | -31% |
| C/C(Cc1ccccc1)=N\NC(=O)CNC(=O)c1cccc(F)c1 | 0 | 5% | 1.8% | -5% | i | 0% | 9% | 4% | 19% |
| Cc1ccc2c(NCc3ccco3)nc(NC(C)C)nc2c1 | -111* | . | 8.3% | . | ? | . | . | . | ? |
| Nc1ccccc1Sc1nc2ccccc2[nH]1 | 27 | -1% | ? | -21% | i | 24% | -27% | 3% | -4% |
| CC[C@@]1(C(=O)OC)N[C@H](CN(C)C(=O)COC)[C@@H]2C(=O)N(C)C(=O)[C@@H]21 | 12 | 8% | 0.2% | 10% | i | 26% | 14% | 4% | 5% |
| NC(=O)c1ccc(NC(=O)CCC(=O)N2CCN(S(=O)(=O)c3ccc(Cl)cc3)CC2)cc1 | 19 | 6% | 0.2% | 3% | i | -6% | -8% | 1% | -6% |
| CC(C)NC(=O)c1cc(C2CCCCN2S(=O)(=O)c2ccc(F)cc2F)on1 (stereo not given) | 23 | . | 0.1% | 4% | i | . | 0% | . | 11% |
| O=C(CCC(=O)c1cccs1)Nc1ccccc1F | 14 | -2% | 0.3% | -7% | i | 16% | 2% | 11% | 8% |
| O=Cc1ccccc1-n1cccn1 | 0 | 7% | 0.2% | -5% | i | 1% | -7% | 4% | . |
| Cc1csc(=O)n1CCC(=O)OCC(=O)Nc1ccc(F)c(F)c1F | 3 | -10% | 0.1% | 19% | i | -1% | 12% | 9% | 4% |
| COc1cccc(C(=O)Nc2ccccc2C(=O)OCc2cc(=O)n3nc(C)sc3n2)c1 | . | 5% | -1.4% | 0% | . | . | 14% | . | . |
| CCCCN1C(=O)C(C)=C(C)C1OCCc1ccc(OC)c(OC)c1 (stereo not given) | 2 | -1% | 2.1% | -31% | i | ? | -22% | -16% | -2% |
| Cc1ccc(C(=O)Nc2nc3ccc(S(C)(=O)=O)cc3s2)o1 | 3 | -6% | 2.7% | -81% | i | 7% | -14% | 10% | 2% |
| Cc1ccc(C)c(OCCC(=O)OCC(=O)N2c3ccccc3NC(=O)C2(C)C)c1 | 8 | -3% | 0.6% | 3% | i | -9% | 1% | 9% | 25% |
| Cc1cccc(-c2nc3c(c(SCC(=O)N4CCOCC4)n2)COC(C)(C)C3)c1 | -1 | 11% | 0.9% | 13% | i | 12% | 12% | -27% | 11% |
| CC12CCC(C(=O)Nc3c(Cl)cccc3Cl)(C(Br)C1=O)C2(C)C (stereo not given) | 19 | -1% | 0.6% | 23% | i | -1% | -11% | 3% | -6% |
| Cc1sc(NC(=O)/C=C/c2ccc(C(C)C)cc2)c(C#N)c1C | 46 | 1% | 0.2% | -15% | i | ? | -8% | 14% | -17% |
| CCc1ccc(NC(=O)CSc2nnc(C3CC3)n2CC2CCCO2)cc1 (stereo not given) | 49 | ? | -0.4% | 9% | i | 1% | ? | -27% | -11% |
| Cc1ccc2oc(-c3cccc(NC(=O)c4sc5c([N+](=O)[O-])cccc5c4Cl)c3)nc2c1 | . | -1% | 1.2% | -13% | i | . | -18% | 9% | 3% |
| CCOc1ccc(C(=O)NCCc2cnc[nH]2)cc1 | 32 | 8% | 0.1% | -1% | i | 2% | -2% | ? | -10% |
| CCNc1nc(NC(C)C)nc(OCCOC(=O)c2ccccc2)n1 | 12 | 1% | -0.3% | -7% | i | 11% | -1% | -16% | -6% |
| Cc1cc(C)cc(NS(=O)(=O)CCCS(=O)(=O)Nc2cc(C)cc(C)c2)c1 | -81* | 2% | -0.5% | -144% | ? | ? | ? | -2% | ? |
| Nc1c(C(=O)Nc2ccc(Cl)cc2F)sc2nc(-c3cccs3)ccc12 | . | ? | 4.6% | -47% | . | . | 47%[activator] | -8% | 39%[activator] |
| CCOc1cc(S(=O)(=O)NCc2ccccn2)ccc1Cl | -11 | 4% | -0.2% | -2% | i | 2% | -14% | 0% | 10% |
| O=C(c1cnn(-c2ccc(F)cc2)c1-n1cccc1)N1CCN(c2ccccc2)CC1 | . | 4% | -0.9% | 5% | i | . | 10% | -18% | -4% |
| Cc1ccc(-c2nnc(Nc3ccccc3)c3ccccc23)cc1S(=O)(=O)NCc1nc2ccccc2[nH]1 | . | -14% | 9.7% | 2% | ? | . | ? | ? | -25% |
| N#CCOC(=O)c1sccc1-n1cccc1 | 0 | 0% | 3.1% | 21% | i | 18% | 10% | . | 13% |
| CCCCn1c(N)c(N(CCOC)C(=O)C(C)Oc2ccc(Cl)cc2)c(=O)[nH]c1=O (stereo not given) | 15 | 6% | 0.3% | -5% | i | 2% | 9% | -7% | -18% |
| COc1ccc(C2CC(c3cccs3)=NN2C(=O)CSC2=NN3CCCC(=O)N=C3S2)cc1 (stereo not given) | -24 | 0% | 5.3% | -17% | ? | -4% | -13% | -1% | -5% |
| CC(C)(C)CC(=O)Nc1cccc(-c2cn3cccnc3n2)c1 | -1 | 1% | 8.2% | -6% | i | 14% | -9% | ? | . |
| CCOC(=O)c1ccccc1NC(=O)C1CC(=O)N(c2ccccc2)C1 (stereo not given) | -17 | 1% | -1.7% | 0% | i | -7% | 6% | -24% | . |
| CCOC(=O)C1Oc2ccccc2C(C(=O)OC)=C1C(=O)OC (stereo not given) | 13 | 0% | 4.8% | 5% | i | 3% | -5% | ? | 4% |
| CCOc1ccccc1N1CCN(C(=O)Nc2cccc(Cl)c2)CC1 | -27 | -17% | 0.5% | -7% | ? | 10% | 0% | -29% | -7% |
| Cc1cccc(NC(=O)COn2nnc3ccc(S(C)(=O)=O)cc32)c1 | -4 | -27% | 2.9% | -44% | i | -2% | ? | ? | -10% |
| CCOc1cccc2cc(C(=O)Oc3ccc(OC)cc3)c(=O)oc12 | 6 | 0% | 2.9% | 4% | i | 6% | 4% | 0% | 7% |
| COc1ccc(Nc2c3c(nc4ccccc24)CCC3)c(OC)c1 | ? | -16% | 3.5% | -32% | i | ? | ? | ? | -33% |
| CC1CC(C)CN(C2CCCCC2NS(=O)(=O)c2ccc(Cl)cc2)C1 (stereo not given) | 45 | -4% | -0.8% | 1% | i | 9% | 2% | ? | 1% |
| COCCNc1ncnc2c1ncn2[C@H]1CN(Cc2cc(OC)c(OC)c(OC)c2)C[C@@H](CO)O1 | 8 | . | 0.3% | -11% | i | . | -15% | . | 5% |
| Cc1ccc(S(=O)(=O)N2CCCCC2)cc1C(=O)OC(C)C(=O)NC1CCCCC1C (stereo not given) | -16 | -10% | 0.2% | -9% | i | 0% | -32% | ? | -12% |
| CC(=O)c1cccc(-c2ccnc3c2CC(C(=O)NCC2CCOCC2)O3)c1 (stereo not given) | 20 | . | 0.2% | -23% | ? | . | -9% | . | 2% |
| COc1ccc(S(=O)(=O)N2CCC(NC(=O)C3CCCCC3)CC2)cc1 | 2 | 1% | 0.5% | 3% | i | 2% | ? | 6% | 1% |
| C=CCSc1nc2ccccc2c(=O)[nH]1 | 19 | 1% | 3.9% | -1% | i | 4% | 3% | -23% | 4% |
| O=C(Cn1c(=O)n(-c2cccc(Cl)c2)c(=O)c2sc3ccccc3c21)NC1CCCCC1 | . | ? | 0.3% | -1% | i | . | -11% | -9% | -4% |
| O=C(N/C=C\c1ccccc1)NCc1ccc(Cl)cc1Cl | 0 | -1% | -0.4% | -1% | i | 0% | -3% | 7% | 1% |
| CCc1cccc(C)c1NC(=O)CCCn1c(C)c2cnn(-c3ccccc3)c(=O)c2c1C | . | -1% | 3.4% | -21% | . | . | -26% | -6% | . |
| O=C(Nc1ccc(F)cc1)N1CCN(CCc2ccccc2)CC1 | -13 | -5% | 1.8% | -7% | i | -2% | 0% | -5% | -1% |
| COCCOC(=O)c1c(C)oc2ccc(OS(C)(=O)=O)cc12 | 3 | 9% | 0.8% | 2% | i | 17% | -5% | -4% | -34% |
| CCOc1cc(/C=C2\C(=N)N3N=C(S(=O)(=O)CC)SC3=NC2=O)ccc1OC(=O)c1ccco1 | 12 | 1% | 0.1% | 0% | i | -3% | 70%[activator] | -5% | . |
| CC(CNC(=O)COc1ccc2c(c1)OCO2)c1ccccc1 (stereo not given) | -5 | 5% | -0.4% | -5% | i | 4% | 7% | 3% | 8% |

2 entries from above in another layout:
Sequence of screens: IL1B secr inh, A549 viability, Nrf2 ARE act, HepG2 tox, S2 tox, MCF10A rerep, TGFb inhibitor, Nrf2 block, ATXN2 expr inh
- CCc1cccc(C)c1NC(=O)CCCn1c(C)c2cnn(-c3ccccc3)c(=O)c2c1C
 : ., -1%, 3.4%, -21%, ., ., -26%, -6%, .
- CC(CNC(=O)COc1ccc2c(c1)OCO2)c1ccccc1 (stereo not given)
 : -5, 5%, -0.4%, -5%, i, 4%, 7%, 3%, 8%

Screening data (PubChem BioAssay)
